RAD52 anneal inh: RAD52 DNA annealing inhibitors, primary screen, biochemical, FRET, single point, set 2. DNA repair protein RAD52 homolog (Homo sapiens), P43351. recombinant RAD52 DNA annealing, FRET fluorescence. inhibition, % at 18.7 µM. hit rate 0.46% among 360,000. AID 651710, 2012;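 active = every replicate showing at least 50% inhibition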
Target sequence (P43351 whole entry, looked up): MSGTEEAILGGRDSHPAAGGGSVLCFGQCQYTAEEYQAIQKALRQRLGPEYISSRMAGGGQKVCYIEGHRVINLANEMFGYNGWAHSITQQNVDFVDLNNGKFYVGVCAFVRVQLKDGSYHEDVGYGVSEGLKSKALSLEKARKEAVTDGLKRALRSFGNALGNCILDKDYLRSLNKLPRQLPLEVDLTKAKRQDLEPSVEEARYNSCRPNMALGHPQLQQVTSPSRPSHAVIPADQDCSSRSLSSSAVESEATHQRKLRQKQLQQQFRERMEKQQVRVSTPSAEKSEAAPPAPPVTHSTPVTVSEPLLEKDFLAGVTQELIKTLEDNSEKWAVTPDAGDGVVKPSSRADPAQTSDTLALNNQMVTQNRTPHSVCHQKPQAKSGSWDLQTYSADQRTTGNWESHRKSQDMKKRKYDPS
ARNT TACC3 PPI: disruptors of ARNT/TACC3 protein interaction, primary screen, biochemical, AlphaScreen, single concentration. Transforming acidic coiled-coil-containing protein 3 (Homo sapiens), Q9Y6A5. AlphaScreen His-ARNT PAS-B/GST-TACC3 binding, luminescence; TACC3 fragment carries E629A point mutation. inhibition, % at 9.99 µM. hit rate 0.66% among 390,000. AID 623870, 2012;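 active = mean inhibition of replicates at least 50% and at least half of replicates each reaching 50%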;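 note: 0% = complete ARNT plus TACC3 wells and 100% = ARNT alone without TACC3; many hits fall short of the cut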
Xi reactivation: activators of inactive X chromosome reactivation, primary screen, imaging, XiGFP fibroblasts, GFP high-content imaging, set 2 | XiGFP mouse fibroblasts, % GFP-positive cells imaging, 3 d; cells co-treated with 5-aza-dC sensitizer; scaled so ellipticine positive control = 100% | activation, % at 7.58 µM | hit rate 0.055% among 360,000;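 active = mean normalized replicate activation at least 10% and every replicate at or above 10%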;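 note: 0% = median of on-plate neutral control wells and 100% = ellipticine 6 µM median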
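material = 68-5-11 XiGFP fibroblast line | medium = DMEM plus 5-aza-dC sensitizer | schedule = 3 days compound exposure | benchmarks = positive control ellipticine, 6 µM final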
GSIS activator: GLuc luminescence reporter in INS-1E cells, primary screen for activators of glucose-dependent secretion of insulin; AID 743287, 2014; hit rate 0.61% among 370,000; activation, % at 16.6 µM; INS-1E GLuc reporter insulin secretion, 2-3 h;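 active = lowest replicate activation of at least 40%, so every replicate reaches that level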;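 note: 0% = median of neutral control wells and 100% = median of IBMX positive control wells; some compounds called inactive have numbers as strong as hits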
RAD54 inh: inhibitors of human RAD54 branch migration, primary screen, biochemical, fluorescence, single point; DNA repair and recombination protein RAD54-like (Homo sapiens), Q92698; RAD54 Holliday junction branch migration, FAM/BHQ fluorescence; inhibition, % at 10.4 µM; hit rate 0.14% among 360,000;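 active = mean normalized replicate activity at least 40 and at least half of replicates scoring 40 or more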;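 note: 0% = median of neutral control wells and 100% = median of positive control wells; inhibitors cause a drop in the FAM fluorescence signal; in these data hits start at about 50%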
esBAF inh: Bmi1 luciferase reporter increase in mESCs, primary screen, esBAF inhibitor project, mouse ES cells, Bmi1 luciferase knock-in, single point; 24 h; 100% = twice the neutral-well signal; hit rate 2% among 350,000; reporter increase, % at 12.5 µM; AID 602393, 2012; in the data active = activation above about 40%;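 note: 0% = median of the plate's neutral control wells and 100% = double that signal; a rise in the Bmi1 reporter signal indicates esBAF inhibition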
ERAP1 inh: human ERAP1 aminopeptidase inhibitors, primary screen, biochemical, single point, plate reader; Endoplasmic reticulum aminopeptidase 1 (Homo sapiens), Q9NZ08; recombinant ERAP1, Leu-AMC fluorescence, 60 min; inhibition, % at 10.7 µM; hit rate 0.15% among 340,000; AID 652197, 2013;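 active = mean replicate inhibition of at least 30%, or all replicates individually reaching that 30% level; inactive = mean below 30% and not every replicate reaching it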;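 note: 0% = neutral control wells and 100% = L-leucinethiol positive control wells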
F508del corr: F508del CFTR correction, initial screen, CFBE line, single point. CFBE cells, YFP halide quenching; stimulated with forskolin plus potentiator P3; % fluorescence drop versus neutral controls. activity (quench increase), % at 7.58 µM. hit rate 0.36% among 350,000. AID 720511, 2013;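 active = mean added fluorescence quench of at least 8% versus neutral control, with both replicates also reaching 8%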;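 note: cells transiently co-express mutant CFTR-F508del with the halide-sensitive YFP; corrector assay measuring rescue of mutant channel to the surface after 24 h compound exposure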
* = called active by the depositor; / = not tested or not shown; & = joins results of further samples.

mol,F508del corr,Xi reactivation,ERAP1 inh,esBAF inh,RAD54 inh,ARNT TACC3 PPI,GSIS activator,RAD52 anneal inh
CCCN(C)C[C@@H]1Oc2cc(-c3ccccc3OC)ccc2S(=O)(=O)N([C@H](C)CO)C[C@@H]1C,-1.9,-1.3,-2,-1,-4,7,1,8
N#C[C@@H]1[C@@H](c2ccc(-c3cccnc3)cc2)[C@H](CO)N1C(=O)C1CCOCC1,3.3,0.1,-1,-4,-4,16,-5,-29
O=S(=O)(Nc1ccccc1Br)c1cccs1,0.4,0.3,-4,0,-9,6,13,-1
Cc1ccc(CNC(=O)CN(C)S(=O)(=O)c2cnc[nH]2)cc1,/,0.0,/,/,-3,-6,11,/
Cc1ccc(/C=C/c2ccc3cccc(O)c3n2)s1,-0.9,0.6,1,29,-4,/,-1,-11
O=C(C[C@H]1C[C@@H]2c3cc(NC(=O)NC4CCCCC4)ccc3O[C@@H]2[C@@H](CO)O1)NCC1CC1,-2.7,0.1,-1,-1,0,-1,0,6
O=C(CN(C(=O)c1csnn1)c1ccc2c(c1)OCCO2)NCc1ccccc1,3.4,0.0,4,7,0,/,-2,-3
O=C(Nc1ccccc1Oc1cccnc1)C1CCCN(Cc2ccccc2O)C1 (configuration not stated),1.5,0.0,-4,1,-10,-1,12,-7
CC1(c2nnc(Cc3ccccc3)o2)CC(c2ccc(C#N)cc2)=NO1 (configuration not stated),-0.2,0.0,-3,/,-7,2,/,2
COc1ccc(NC(=O)N(C)C[C@@H]2Oc3ncc(C#CC(C)(C)O)cc3C(=O)N([C@H](C)CO)C[C@@H]2C)cc1,0.7,-1.5,-1,-7,-4,8,3,-1
CCN(CC)c1ccc(/C=N/NC(=O)c2nnn(-c3nonc3N)c2C(C)C)c(O)c1,2.3,1.5,2,-57,10,3,3,-4
O=C(O)C1=C[C@@H](c2csc3ccccc23)C[C@@H](OCCCCO)O1,-2.7&0.5,0.2,-3,0,7&2,4&-3,7,-16&-5
NC(=S)N=Nc1c(O)[nH]c2c(Br)cc(Br)cc12,2.2,0.0,4,/,/,/,6,-16
O=C(N[C@@H]1C=C[C@@H](CC(=O)N2CCN(c3ccccc3)CC2)O[C@H]1CO)c1ccncc1,1.9,-0.7,0,4,0,-4,14,-77
CC(=O)N1CC2(C1)[C@H](c1ccccc1)[C@@H](CO)N2C(=O)Cc1ccccc1,4.3,0.1,-5,/,/,/,3,3
CC(=O)OCCc1[nH]c2ccccc2c1C,-4.3,0.1,1,11,8,-3,-8,-4
O=C(Nc1ccnn1C1CCN(CCCc2ccccc2)CC1)c1cccc(F)c1,3.7,0.0,0,/,18,-4,-6,-18
CCCCN(C(=O)COC(=O)CSc1ccc([N+](=O)[O-])cc1)c1c(N)n(CCC)c(=O)[nH]c1=O,-2.2,0.2,4,-10,/,2,16,-4
Cc1cc(C)cc(NC(=O)COC(=O)CCCC2=NS(=O)(=O)c3ccccc3N2)c1,-2.8,0.1,-2,/,/,6,-12,-17
COc1ccc(Oc2nccc(-c3ccccc3)c2C#N)cc1,/,/,/,55*,7,-1,-16,/
CCOC(=O)C1(C)CCN1C(=O)c1ccc(OC)c(F)c1 (configuration not stated),2.7,0.0,0,-6,16,/,8,-38
O=C(CCCOC(=O)c1ccc(O)cc1O)c1ccccc1,1.9,0.2,-2,25,-5,0,14,-40
COc1cccc(-c2ncc3ccccc3c2COC(=O)c2cccs2)c1,-0.5,0.7,-1,11,-1,-7,5,-16
Cc1ccc(S(=O)(=O)N(C)C)cc1NC(=O)C1CCC1,0.9,0.9,-2,/,/,-13,20,-10
CCc1cccc(C)c1NC(=S)N(CCN(C)C)C(C)c1cccnc1 (configuration not stated),1.1,0.4,13,-9,5,3,5,-3

Next section; it opens with the three that closed the last part.
mol,F508del corr,Xi reactivation,ERAP1 inh,esBAF inh,RAD54 inh,ARNT TACC3 PPI,GSIS activator,RAD52 anneal inh
COc1cccc(-c2ncc3ccccc3c2COC(=O)c2cccs2)c1,-0.5,0.7,-1,11,-1,-7,5,-16
Cc1ccc(S(=O)(=O)N(C)C)cc1NC(=O)C1CCC1,0.9,0.9,-2,/,/,-13,20,-10
CCc1cccc(C)c1NC(=S)N(CCN(C)C)C(C)c1cccnc1 (configuration not stated),1.1,0.4,13,-9,5,3,5,-3
CC1CCC(NC(=O)CCS(=O)(=O)c2ccc3c(c2)CC(C)N3C(=O)C2CC2)CC1 (configuration not stated),2.4,0.2,0,0,-1,/,7,-16
N#C/C(=C\c1ccc(OCc2ccc(F)cc2)cc1)C(=O)Nc1cccc(C(=O)O)c1,1.5,-0.1,-7,33,8,-2,-60,8
Cc1noc(C)c1NC(=O)N(C)C[C@@H]1Oc2ccc(NS(=O)(=O)c3cn(C)cn3)cc2CC(=O)N([C@H](C)CO)C[C@@H]1C,-1.8,-0.7,2,1,-2,-25,19,23
CCOc1ccc(NC(=O)N(CCCN2CCOCC2)Cc2cccnc2)cc1,-1.5,-0.1,-6,-6,4,-1,5,-8
CCCn1c(SCC(=O)Nc2ccc(C(=O)Nc3ccccc3OC)cc2)n[nH]c1=O,2.1,0.0,11,14,6,-3,-1,-58
O=C(Cn1cnc(S(=O)(=O)N2CCCC2)c1)Nc1ccc(OC(F)(F)F)cc1,3.6,0.1,2,-5,6,4,3,2
CCOC(=O)C1=C(C)N=C2SCCC(=O)N2[C@@H]1c1cccs1,-1.1,0.0,2,/,3,1,/,-25
C[C@@H]1CN([C@@H](C)CO)C(=O)Cc2cc(NC(=O)CCN3CCOCC3)ccc2O[C@H]1CN(C)Cc1ccc(-c2ccccc2)cc1,-2.7,0.2,-5,/,/,/,-15,-73
Cc1ccc(CCNC(=O)c2nc(CS(=O)(=O)c3ccc(Cl)cc3)no2)cc1,1.7,0.1,-1,-10,-1,-22,3,-15
O=S(=O)(Nc1nnc(C(F)(F)F)s1)c1ccc(Cl)cc1,2.6,0.0,0,-6,-7,-7,/,-3
CC(C)c1ccc(CCNC(=O)c2cccc(S(=O)(=O)N3CCN(C)CC3)c2)cc1,-1.3,0.0,0,/,-2,2,-26,-16
O=C(c1cccnc1)N1C[C@H]2[C@@H](c3ccccc31)[C@@H](CO)N2CC1CCCC1,1.0,0.0,1,-2,-5,-6,10,8
CS(=O)(=O)c1ccc2nc(NC(=O)CC3CCCC3)sc2c1,-0.6,/,5,21,-4,21,4,-188
CC(C)NC(=S)N1CCC(Cc2ccccc2)CC1,1.7,0.2,-3,-6,-6,-8,-8,-5
COc1cc(C(=O)NCCCNc2nc3cc(C)c(C)cc3cc2C#N)cc(OC)c1OC,3.1,0.5,-1,/,/,8,16,-24
OCCC1CN(Cc2nc(-c3ccccc3)cs2)CCN1C1CCCC1 (configuration not stated),0.2,0.3,0,1,/,0,-6,2
C#CCN(Cc1cccc(F)c1)C(=O)c1nnc2c3ccccc3n(S(=O)(=O)c3ccc(C)cc3)c2n1,-3.7,-0.1,0,/,/,/,16,-14
COCCN(C(=O)CCc1ccccc1OC)c1nnc(-c2cccnc2)s1,/,-0.1,10,-1,/,-2,1,-24
CCCN(CC1CC1)C(=O)COC(=O)c1oc2ccc(OCC)cc2c1C,0.0,0.3,-1,-1,-8,-1,-6,-17
COc1ccc(CN(C)C[C@H]2Oc3ccc(NC(=O)C4CC4)cc3C(=O)N([C@H](C)CO)C[C@@H]2C)cc1,-1.1,0.0,0,5,0,3,6,-1
C[C@H](CO)N1C[C@H](C)[C@H](CN(C)C(=O)CN(C)C)Oc2cc(-c3cncnc3)ccc2S1(=O)=O,-2.3,-1.1,2,-3,-2,2,9,-7
CCCCSCc1nc2ccccn2c1Br,-1.6,0.2,-3,/,/,-1,0,-15
Cc1ccc(CN2C(=O)C(C)Oc3ccc(C)cc32)cc1 (configuration not stated),3.0,0.1,-1,-7,3,/,0,-12
O=C(O)/C=C/C(=O)Nc1ccccc1C(=O)OCC(=O)c1ccc2c(c1)OCCO2,-0.5,0.1,1,/,/,-12,4,-24
CC(C)NC(=O)NC(=O)COC(=O)c1cccc(OC(F)F)c1,-0.6,0.0,3,/,/,-5,15,-4

esBAF inh, hit marks shown above.
mol,F508del corr,ERAP1 inh,esBAF inh,ARNT TACC3 PPI,GSIS activator,RAD52 anneal inh
COc1ccc(Oc2nccc(-c3ccccc3)c2C#N)cc1,/,/,55*,-1,-16,/

Next structures
mol,F508del corr,Xi reactivation,ERAP1 inh,esBAF inh,RAD54 inh,ARNT TACC3 PPI,GSIS activator,RAD52 anneal inh
O=C(Nc1ccccc1F)N1CC(=O)N2[C@H](CO)[C@H](c3ccc(C#Cc4ccccc4)cc3)[C@@H]2C1,-0.8,0.0,1,/,/,/,-32,5
O=C(Cn1nnc(-c2ccc(Cl)cc2)n1)NCCC1=CCCCC1,0.3,/,-2,1,4,-6,6,-14
COCCNC(=O)C[C@@H]1C[C@H]2c3cc(NC(=O)C4CCC4)ccc3O[C@H]2[C@@H](CO)O1,1.9,0.4,0,-2,-1,-4,13,3
Cc1cc(-c2csc(N)n2)c(C)n1Cc1ccccc1,1.5,0.5,1,/,/,-6,3,-10
COc1ccc(/C=C/C(=O)ONC2=NCCCCC2)cc1OC,2.7,0.0,-4,/,/,-5,6,-18
Cc1ccc2[nH]c3c(=O)n(CC(=O)N4CCN(C)CC4)ncc3c2c1,-0.4,0.1,0,-4,-3,-2,4,-15
Cc1ccc(OCCCCCCN2CCNCC2)cc1,-0.7,0.3,1,/,-1,7,/,34
Cc1ccc2c(c1)S(=O)(=O)N(C)C(c1ccccc1)=C2,3.3,0.1,2,0,/,-6,-5,-15
CC(C)c1nc(NCCO)c(C#N)c2c1CCCC2,-2.5,0.0,0,-9,-3,13,/,-9
COc1ccc(NC(=O)CN2CCC(NC(=O)c3ccco3)CC2)c([N+](=O)[O-])c1,0.5,0.4,-6,-4,-3,2,15,-5
CCCCP(=O)(CCCC)c1ccccc1C(=O)O,/,/,/,-1,-2,-4,-5,/
CN1CCCCN2[C@H](C1)[C@@H](c1ccc(C#CC3(O)CCCC3)cc1)[C@@H]2CO,-0.3,0.1,2,-3,-19,-5,9,-1
COCCCNC(=O)CSc1c2c(nc3ccc(Cl)cc13)CCCC2,/,0.0,-1,/,/,/,-10,-7

An excerpt from above in order of formula weight, falling:
mol,F508del corr,Xi reactivation,ERAP1 inh,esBAF inh,RAD54 inh,ARNT TACC3 PPI,GSIS activator,RAD52 anneal inh
CCCn1c(SCC(=O)Nc2ccc(C(=O)Nc3ccccc3OC)cc2)n[nH]c1=O,2.1,0.0,11,14,6,-3,-1,-58
COc1cccc(-c2ncc3ccccc3c2COC(=O)c2cccs2)c1,-0.5,0.7,-1,11,-1,-7,5,-16
CC(=O)OCCc1[nH]c2ccccc2c1C,-4.3,0.1,1,11,8,-3,-8,-4

From PubChem BioAssay
